Screening data: PubChem BioAssay, several laboratories
pPAFAH FP inh – pPAFAH enzyme inhibitors, primary screen, biochemical, fluorescence polarization, human; Platelet-activating factor acetylhydrolase (Homo sapiens), Q13093; recombinant pPAFAH, FP-rhodamine probe fluorescence polarization; inhibition, % at 3.39 µM; 1.5% of 330,000 active; AID 463082, 2010;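 active = inhibition above the mean inhibition across the screen plus 3 SD, cut at about 25% in these data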;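 note: inhibitors block binding of the rhodamine activity-based probe so polarization drops; 0% = enzyme with DMSO and 100% = wells lacking pPAFAH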
PAFAH1B2 inh – PAFAH1B2 enzyme inhibitors, primary screen, biochemical, fluorescence polarization, human; 1.2% of 340,000 active; inhibition, % at 3.39 µM; Platelet-activating factor acetylhydrolase IB subunit alpha2 (Homo sapiens), P68402; recombinant PAFAH1B2, FP-rhodamine activity probe; AID 492953, 2010;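 active = inhibition above the mean of all tested compounds plus 3 SD, cut at about 24% in these data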;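 note: 0% = enzyme with DMSO and 100% = wells lacking PAFAH1B2; many of its hits are not listed in these tables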
Target sequence (P68402 whole entry, looked up): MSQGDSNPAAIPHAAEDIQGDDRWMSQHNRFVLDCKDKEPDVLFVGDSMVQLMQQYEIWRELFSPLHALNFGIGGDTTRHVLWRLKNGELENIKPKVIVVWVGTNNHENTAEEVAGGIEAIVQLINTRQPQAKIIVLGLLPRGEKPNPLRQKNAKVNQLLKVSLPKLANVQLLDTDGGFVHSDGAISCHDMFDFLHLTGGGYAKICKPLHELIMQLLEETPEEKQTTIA
Fam108B inh – mouse Fam108B serine hydrolase inhibitors, primary screen, counter-screen for RBBP9 inhibitor project, biochemical, fluorescence polarization; AID 1947, 2009; 0.33% of 300,000 active; inhibition, % at 9.51 µM; recombinant Fam108B, FP-Rh probe fluorescence polarization;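 active = inhibition above the screen mean inhibition plus 3 SD, computed separately per campaign, cut at about 18% in these data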;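 note: inhibitors lower polarization as less probe binds the enzyme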
PME-1 primary – PME-1 inhibitors via competitive probe labeling, primary screen, biochemical, fluorescence polarization, FP-Rh probe, HTS; recombinant PME-1; Protein phosphatase methylesterase 1 (Homo sapiens), Q9Y570; 0.53% of 320,000 active; AID 2130, 2009; inhibition, % at 5.9 µM;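 active = inhibition above the campaign mean of all compounds plus 3 SD, cut at about 26% in these data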;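 note: competitive labeling of PME-1 active site by serine hydrolase directed probe; 0% = PME-1 with DMSO and 100% = wells lacking PME-1 enzyme; inhibitors block probe labeling so polarization falls and inhibition rises; many of its hits are not listed in these tables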
AHR activator – AHR activators, primary screen, cell-based, luminescence, luciferase reporter, human; Aryl hydrocarbon receptor (Homo sapiens), P35869; AHR-responsive luciferase reporter cells; activation, % at 5 µM; 2.5% of 320,000 active; AID 2796, 2010; in the data active = activation above about 47%;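 note: 0% = vehicle wells and 100% = reference agonist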
Target sequence (P35869 whole entry, looked up): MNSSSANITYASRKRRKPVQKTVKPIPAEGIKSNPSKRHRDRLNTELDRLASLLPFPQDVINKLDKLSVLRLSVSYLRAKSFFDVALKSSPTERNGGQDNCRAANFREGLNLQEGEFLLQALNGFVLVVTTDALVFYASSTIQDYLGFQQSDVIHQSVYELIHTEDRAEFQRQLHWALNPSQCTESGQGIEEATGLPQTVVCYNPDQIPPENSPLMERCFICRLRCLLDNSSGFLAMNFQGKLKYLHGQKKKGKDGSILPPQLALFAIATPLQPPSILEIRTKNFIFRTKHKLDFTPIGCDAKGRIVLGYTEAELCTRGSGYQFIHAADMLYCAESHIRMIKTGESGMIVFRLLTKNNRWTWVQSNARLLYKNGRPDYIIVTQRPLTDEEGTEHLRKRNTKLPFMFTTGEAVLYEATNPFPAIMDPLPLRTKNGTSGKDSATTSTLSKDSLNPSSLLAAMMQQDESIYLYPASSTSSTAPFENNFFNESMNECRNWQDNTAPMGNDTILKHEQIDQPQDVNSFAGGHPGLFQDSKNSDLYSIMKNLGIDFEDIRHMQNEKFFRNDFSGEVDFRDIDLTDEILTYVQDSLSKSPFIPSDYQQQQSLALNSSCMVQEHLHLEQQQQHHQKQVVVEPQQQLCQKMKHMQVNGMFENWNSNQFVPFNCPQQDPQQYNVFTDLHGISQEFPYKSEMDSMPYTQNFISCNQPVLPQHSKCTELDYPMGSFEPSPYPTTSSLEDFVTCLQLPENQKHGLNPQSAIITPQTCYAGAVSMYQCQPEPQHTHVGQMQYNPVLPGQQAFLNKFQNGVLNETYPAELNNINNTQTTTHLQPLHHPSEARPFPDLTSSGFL
Bcl-xL primary – inhibitors of human Bcl-xL, primary screen, biochemical, fluorescence polarization, HTS. AID 2129, 2009. Bcl-2-like protein 1 (Homo sapiens), Q07817. inhibition, % at 10.9 µM. 0.7% of 320,000 active. GST-Bcl-xL / FITC-Bim BH3 peptide fluorescence polarization;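 active = inhibition above the mean of all tested compounds plus 3 SD, cutoff set per campaign, cut at about 30% in these data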;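 note: 0% = DMSO wells and 100% = unlabeled Bim-BH3 peptide competitor; inhibitors lower millipolarization by displacing the labeled peptide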
MCL1 BIM primary – inhibitors of MCL1 binding to BIM-BH3, primary screen, biochemical, fluorescence polarization | Induced myeloid leukemia cell differentiation protein Mcl-1 (Homo sapiens), Q07820 | GST-MCL1 / FITC-Bim-BH3 fluorescence polarization | inhibition, % at 10.9 µM | 0.68% of 320,000 active;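 active = inhibition above the mean inhibition of all tested compounds plus 3 SD, set per campaign, cut at about 40% in these data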;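 note: 0% = DMSO wells and 100% = unlabeled Bim-BH3 peptide control; higher means more loss of mP so more displacement of Bim peptide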
GLD-1 TGE inh – GLD-1/TGE RNA complex disruptors, primary screen, biochemical, fluorescence polarization; purified GLD-1 + fluorescein TGE RNA; inhibition, % at 5.96 µM; 0.44% of 320,000 active; AID 2280, 2010;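 active = percent inhibition above a per-plate cutoff, the plate mean of test compounds plus 3 SD, cut at about 30% in these data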;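 note: 0% = DMSO wells with GLD-1 and probe and 100% = wells lacking GLD-1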
MEX-5 binding – MEX-5 zinc finger RNA-binding disruptors – biochemical, C. elegans, fluorescence polarization, MLPCN library, primary screen. MEX-5/FITC-TCR2 RNA binding; active compounds read low. Zinc finger protein mex-5 (Caenorhabditis elegans), Q9XUB2. 0.38% of 300,000 active. activity score (negative = inhibition of binding), % at 10 µM;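 active = inhibition past about -25% in most replicates, and total fluorescence under double the plate's negative control median, limit read from the data; inconclusive = replicates evenly split on the limit, or fluorescence at least double controls; inactive = too little inhibition in most replicates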;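 note: 0% = DMSO and -100% = 5 µM competing unlabeled TCR2 RNA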
An asterisk follows results filed as active; ? = inconclusive; . = no result given. Not all compounds are listed; the hit share may differ from the screen's.

SMILES,pPAFAH FP inh,PAFAH1B2 inh,Fam108B inh,PME-1 primary,AHR activator,Bcl-xL primary,MCL1 BIM primary,GLD-1 TGE inh,MEX-5 binding
CS(=O)(=O)N1CCN(C(=O)Cc2cccs2)CC1,2.8,1.1,2.6,0.7,1.2,2.7,0.0,7.7,2.2
CCc1ccc(-c2nnn(CCC(=O)OC)n2)cc1,9.5,-4.8,0.7,1.1,-13.6,0.5,0.2,-3.5,-3.0
O=c1c2ccccc2nnn1Cc1ccc(F)cc1,5.0,-0.4,0.1,-3.9,6.2,5.5,-3.3,3.3,0.7
COC(=O)c1cc(COc2ccc3oc(C)c(C(=O)OC)c3c2)c(C)o1,1.9,-5.2,-3.0,-5.4,2.8,0.8,-0.1,-0.6,0.7
CCOC(=O)C1CCCN(Cc2cn[nH]c2-c2ccc(F)cc2F)C1 (stereo unspecified),-1.1,2.3,3.6,3.4,-0.8,2.1,2.7,4.8,-0.9
O=C(NCc1ccccc1)c1ccc(CS(=O)(=O)c2ccccc2)o1,9.7,9.1,1.7,-5.9,1.5,6.7,13.5,0.1,-0.6
Cc1ccc(-n2nc3c(=O)n(CC(=O)NCCc4ccc(Cl)cc4)nc(C)c3c2C)cc1,4.0,4.8,-11.4,4.1,-0.8,-1.8,-4.1,7.2,.
c1ccc(-c2nn3c(C4CCCCC4)nnc3s2)cc1,-2.1,-3.1,-0.7,-8.2,0.9,2.8,-2.7,-1.2,-2.1
O=c1c(F)cn(C2CCCO2)c(=O)n1Cc1ccccc1Cl (stereo unspecified),-0.3,2.8,0.4,8.7,-0.9,-1.0,-5.7,4.0,0.4
NS(=O)(=O)c1ccc(NC(=O)CN2CCCc3ccccc32)cc1,-0.9,-3.0,0.5,-3.4,7.3,12.1,6.3,-0.1,-2.4
Cc1ccc(-c2nc(CS(=O)CC(=O)NCCN3CCCC3)c(C)o2)cc1 (stereo unspecified),-0.7,-2.3,-1.1,-2.4,0.3,1.9,5.8,-6.3,-0.5
CC(=O)Cc1nsc(NC(=O)c2ccc(COc3cccc(C)c3)o2)n1,5.1,3.4,-5.4,1.6,2.2,0.3,-1.1,-7.1,1.7
Cc1ccc(NC(=O)c2noc3c2CC(C(C)(C)C)CC3)cc1 (stereo unspecified),2.0,0.1,3.6,-1.8,-1.9,0.1,2.8,-3.4,-1.1
O=C1C=C(Nc2ccc(F)cc2)c2ccccc2C1=O,9.9,6.5,.,0.3,26.9,-4.6,-11.8,1.5,.
O=C(N/N=C/c1ccncc1)c1nc2ccccc2c(=O)[nH]1,0.8,3.1,0.9,-5.7,3.9,2.0,3.3,3.6,.
CCN(CC)C(=O)Cn1cc(C(=O)C(=O)N2CCc3ccccc32)c2ccccc21,0.6,2.7,-2.2,0.9,97.8*,3.6,-1.0,-3.5,?
COc1ccc(CCNc2ncnc3c2c(C)c(C)n3CCCN(C)C)cc1OC,1.2,7.0,-0.3,4.0,-0.6,1.2,6.7,-3.4,-2.8
Cc1cc(NC(=O)CC2CCCC2)n(-c2nc3ccccc3[nH]2)n1,5.8,1.8,-3.6,-0.1,19.8,0.1,11.1,-5.7,4.9
COc1ccc(NC(=O)c2c(NC(=O)CNCC(C)C)sc3c2CCC3)c(OC)c1,3.7,-2.4,5.7,4.9,12.1,6.9,8.5,7.2,-3.0
O=C(Nc1ccccc1N1CCCC1)C1CCN(S(=O)(=O)c2cccc(C(F)(F)F)c2)CC1,8.0,-0.8,-2.2,4.4,4.8,3.8,6.7,4.0,3.0
CCOC(=O)c1ccc(N2CCN(c3ccccc3F)CC2)c(NC(=O)Nc2ccccc2)c1,-3.7,-21.4,-0.6,-16.7,0.6,2.1,0.2,4.0,2.5
CCN1CCN(S(=O)(=O)c2cc3c(cc2Cl)NC(=O)CO3)CC1,1.2,3.8,4.8,-4.0,1.7,2.7,2.1,2.5,1.0
CCOC(=O)c1ccccc1NC(=O)CSc1nnc(COc2ccccc2)n1CC,-4.6,0.0,3.3,-0.7,-0.1,4.5,0.3,-1.8,0.6
c1ccc(C2CC(c3cccs3)n3nnnc3N2)cc1 (stereo unspecified),5.2,4.2,-2.7,0.9,2.7,7.2,6.3,5.0,-0.1
COc1ccccc1OCC(=O)Nc1ccc(NC(=O)COc2ccccc2OC)cc1,-1.8,-2.7,-2.8,-11.0,25.6,5.6,1.1,-1.9,6.4
CN=C1S/C(=C\c2ccc(N3CCCC3)c(F)c2)C(=O)N1C,7.0,3.8,0.2,-13.4,29.9,-7.2,-16.0,-73.6,-59.1*
Cn1cnnc1SCc1nc(N)nc(Nc2ccccc2)n1,5.3,9.0,4.5,-4.1,16.8,0.2,-1.0,5.5,0.2
Cc1cc2nc(-c3ccc(SCc4ccc(C(=O)O)cc4)nc3)[nH]c2cc1C,2.0,2.8,-7.6,-30.0,27.3,10.3,1.2,-1.6,-3.9
Cc1ccc(COc2ccc(/C=N/NC(=O)c3ccc(CN4CCOCC4)cc3)cc2)cc1,1.6,-2.2,-1.3,-6.0,0.6,-1.2,-0.8,9.4,0.3
COc1ccc(C2CC(C)=C(C#N)S(=O)(=O)C2C#N)cc1 (stereo unspecified),-0.5,3.1,-1.5,0.8,0.9,1.3,7.4,0.7,1.1
CCOc1ccccc1/C=N/Nc1ccccc1[N+](=O)[O-],10.9,-1.6,-3.7,5.2,13.7,4.5,-4.1,3.1,2.1
CN(CC(=O)NC(=O)NCc1ccco1)CC(=O)Nc1ccccc1Cl,6.4,.,-0.4,2.4,-1.1,-3.5,-5.4,5.0,-0.4
Cc1cc(O)c(C(C)C)cc1NS(=O)(=O)c1ccccc1,15.8,10.1,2.5,2.4,8.7,-1.0,-1.3,3.9,-1.3
O=C(CSc1ccc(F)cc1)NNC(=O)c1ccccc1Br,5.8,5.1,0.1,0.9,-1.1,2.1,3.8,-1.4,1.8
CC(C)CC(NC(=O)C1CCCCC1)C(=O)NC(C)c1ccccc1 (stereo unspecified),2.5,5.0,-1.1,1.4,-0.3,0.2,-2.3,3.6,-1.2
COc1ccc(CNC(=O)COC(=O)C(CCSC)N2C(=O)c3ccccc3C2=O)cc1 (stereo unspecified),1.4,3.5,.,.,-0.4,.,.,-2.5,.
Cc1ccc(N(C(=O)c2ccco2)C(C(=O)NC2CCCC2)c2cccnc2)cc1C (stereo unspecified),4.8,-0.3,-2.4,-0.4,-1.1,5.2,7.8,-6.6,1.4
COC(=O)C1CSc2[nH]c(=O)sc2C1c1ccccc1 (stereo unspecified),2.5,27.9*,3.1,7.4,0.3,106.6*,118.6*,84.2*,-56.9*
CCS(=O)(=O)c1ccc2c(c1)NC(=O)C(CCCl)O2 (stereo unspecified),8.4,-5.4,-3.6,-3.5,4.6,2.2,-5.8,3.0,0.4
O=C(/C=C/c1cc([N+](=O)[O-])ccc1OC(F)F)NCc1ccc(F)cc1,-0.9,9.7,-1.3,-1.6,2.4,6.5,7.1,9.8,1.0
CN=C(c1ccco1)n1c(=S)nc(-c2ccco2)n(C)c1=S,3.6,5.3,8.1,2.2,23.9,33.4*,33.9,9.3,-1.9
Cc1cc(/C=C(\C#N)C(=O)Nc2ccc(F)cc2)c(C)n1-c1ccc(N2CCOCC2)c([N+](=O)[O-])c1,-1.1,-4.0,-3.4,1.5,0.0,1.7,5.3,-0.6,-0.5
Cc1ccc(-n2c(C)cc(/C=C3\NC(=O)NC3=O)c2C)c(C)c1,11.3,3.7,3.0,4.2,40.2,3.3,0.3,4.2,3.4
Cc1ccc(C)c(S(=O)(=O)N2CCCC2CNC(=O)C(=O)NCC2CCCO2)c1 (stereo unspecified),1.1,7.0,0.3,6.5,-1.2,3.1,7.0,-2.2,0.5
CC(Oc1ccccc1F)C(=O)NNC(=O)CCS(=O)(=O)c1ccccc1Cl (stereo unspecified),-0.1,2.7,-1.7,-7.2,-1.1,-1.3,-8.2,7.1,-0.7
N#Cc1nc(-c2ccccc2F)oc1NCCc1ccccn1,-3.2,4.9,-2.9,-1.6,-1.6,4.2,-5.2,-0.6,0.5
COC(=O)CSc1nc2sc3c(c2c(=O)n1C1CCCCC1)CCN(C)C3,7.7,.,-2.0,-1.4,-0.1,13.3,16.3,-10.6,-1.9
CCOc1ccc2nc(C)cc(C(=O)O)c2c1,2.9,-0.9,0.1,0.7,1.8,1.7,-5.1,7.3,0.7
Nc1cccc2c1C(=O)N(C(=O)c1cccc(S(=O)(=O)N3CCCCCC3)c1)C2=O,1.5,12.1,-5.5,1.0,1.4,27.7,30.9,37.7*,-0.7
O=c1c2ccccc2nc2n1CCN2Cc1ccc(Cl)cc1,4.5,-0.3,1.6,11.0,0.1,5.5,3.4,3.4,1.6
Cc1cc(NC(=O)CSc2nnc(-c3ccccc3C)n2C)no1,1.7,2.9,.,2.0,-1.9,1.0,2.1,-0.7,.
CCc1nn(C(C)C(=O)N2CCN(Cc3ccccc3)CC2)c(=O)c2cc3occc3n12 (stereo unspecified),1.6,2.3,-4.6,5.5,-4.3,6.0,0.4,-0.6,1.9
Cc1ccc(S(=O)(=O)N2CCN(CCNC(=O)C(=O)Nc3ccc(F)cc3)CC2)cc1,1.2,4.2,1.6,-1.5,-0.9,-1.7,-3.1,-1.1,-0.9
COc1ccc(S(=O)(=O)NC(C)CCc2ccccc2)cc1 (stereo unspecified),1.2,16.3,-0.6,5.4,0.6,8.2,9.7,1.3,-1.0
Cc1ccccc1/C(N)=N/OC(=O)/C=C/c1ccccc1,1.5,-2.3,-1.4,-2.8,0.2,4.1,-3.9,0.4,2.4
O=C(NCc1cccnc1)Nc1cccc(NC(=O)NCc2cccnc2)c1,-3.1,2.2,2.9,-1.5,4.6,5.3,-2.8,5.0,0.6
CCN(CC)CCSc1nnc2c3cc(F)ccc3n(Cc3ccccc3)c2n1,1.7,-1.6,0.0,1.5,4.2,9.8,12.7,4.6,-1.2
O=C(C1CC1)N1N=C(c2ccncc2)CC1(O)C(F)(F)F (stereo unspecified),3.5,1.7,-5.7,-2.2,2.6,4.8,5.0,-7.2,2.1
COc1ccc(C(=O)NCCCc2ccccc2)cc1OC,-3.6,1.1,-3.2,3.8,-0.1,1.1,4.9,-0.2,-1.2
